Source: PubChem
GPR35 arrestin U2OS: GPR35 antagonists blocking zaprinast-driven arrestin recruitment, primary screen, imaging, U2OS, beta-arrestin-GFP, zaprinast agonist (AID 2058); U2OS GPR35 beta-arrestin-GFP translocation imaging, zaprinast antagonism; higher % means a stronger effect; one-dose inhibition, % at 10 µM; IC50 in µM for titrated hits; 0.052% of 290,000 active;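 active = inhibition of at least 50% with at least 30 cells and total cytoplasm GFP at most 10,000,000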
KOR beta-arrestin-1: kappa opioid receptor blockers – cell-based, luminescence, uHTS (AID 1778); KOR beta-arrestin recruitment, luminescence, antagonist mode; higher % means a stronger effect; one-dose inhibition, % at 10 µM; IC50 in µM for titrated hits; 0.091% of 290,000 active; in the data active = inhibition above about 50%; also: strong numbers were not always called active
KOR beta-arrestin-2: kappa opioid receptor activators – cell-based, luminescence, uHTS, primary screen (AID 1777). KOR beta-arrestin recruitment, luminescence; higher % means a stronger effect. one-dose activation, % at 10 µM; EC50 in µM for titrated hits. 0.02% of 280,000 active; in the data active = activation above about 50%, passing the limit was not always enough; also: a part of the inactive calls stands beside numbers as strong as those of hits
T cell HTS: T cell immune modulators affecting CD8 T cell-vesicle binding | calls only at 7 µM | 0.068% of 330,000 active | AID 2052 | 2C CD8+ T cell-vesicle binding, flow cytometry; stronger effect = lower value;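 active = response, share of CD8 T cells binding vesicles, and their 90th percentile fluorescence all below set limits, cut at about 80% in these data, passing the limit was not always enough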
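Benchmarks: naked versus QL9-loaded vesicles / Assay system: purified 2C TCR transgenic mouse naive CD8+ T cells / Technique: high-throughput flow cytometry with anti-B7-1 and anti-CD8 staining / Timing: Cell–vesicle co-incubation 1.5 h at 37 °C, staining 20 min on ice / Read-out: percent CD8+ FL2 mean versus row control / Probe or stimulus: QL9-loaded Drosophila micro-vesicles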
PhoP inhibition: inhibitors of PhoP regulon expression, primary screen, Salmonella Typhimurium, GFP reporter (AID 1863). S. Typhimurium PhoP-regulated promoter GFP reporter, 4 h; higher % means a stronger effect. one-dose inhibition, % at 50 µM; IC50 in µM for titrated hits. 0.16% of 300,000 active;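 active = inhibition over 29.93%, a cutoff 3 SD above the screen mean, later confirmed by dose response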;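 also: 0% = low Mg2+ inducing control and 100% = high Mg2+ repressing control; strong numbers were not always called active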
West Nile antiviral: West Nile virus antiviral activity, cell-based, CPE readout (AID 1621). CPE inhibition, % at 10 µM; hits with a dose series show IC50 in µM. 0.02% of 290,000 active. West Nile virus-infected cells, CPE inhibition; higher % means a stronger effect; in the data active = a potency from the dose series; also: strong numbers were not always called active
NTR1 agonist: NTR1-driven beta-arrestin-GFP spot formation – imaging, U2OS cells, high content, primary screen (AID 493036). agonist mode. activation, % at 20 µM. 0.17% of 330,000 active;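 active = activation at or above 40% of the spot to cytoplasm intensity ratio, with at least 20 cells analyzed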;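 also: 0% = DMSO without peptide and 100% = 100 nM NTR1 peptide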
Target sequence (P30989 whole entry, looked up): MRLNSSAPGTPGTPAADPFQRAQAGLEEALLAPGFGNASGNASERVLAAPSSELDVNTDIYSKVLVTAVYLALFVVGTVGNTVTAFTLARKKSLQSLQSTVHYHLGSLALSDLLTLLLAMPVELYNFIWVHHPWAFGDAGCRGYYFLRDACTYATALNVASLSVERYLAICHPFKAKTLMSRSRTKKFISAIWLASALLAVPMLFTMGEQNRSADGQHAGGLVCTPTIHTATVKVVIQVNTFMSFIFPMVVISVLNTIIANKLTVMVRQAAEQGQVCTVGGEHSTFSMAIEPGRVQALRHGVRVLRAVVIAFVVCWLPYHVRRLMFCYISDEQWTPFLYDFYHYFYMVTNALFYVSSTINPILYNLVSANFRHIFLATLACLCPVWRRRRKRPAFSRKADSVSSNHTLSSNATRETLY
GPR55 antagonists: inhibition of LPI-stimulated GPR55 beta-arrestin translocation – imaging, U2OS, beta-arrestin-GFP, LPI agonist, primary screen (AID 2013) | U2OS GPR55 beta-arrestin-GFP translocation imaging, LPI antagonism; higher % means a stronger effect | inhibition, % at 10 µM; hits with a dose series show IC50 in µM | 0.13% of 290,000 active;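 active = spots per cell inhibited over 60%, with over 100 cells counted and total cytoplasm intensity under 500,000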;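 also: U2OS cells stably carrying GPR55 and arrestin-GFP stimulated by 5 µM LPI near EC80; imaged beta-arrestin-GFP aggregate spots per cell after agonist stimulation; plate controls were LPI-stimulated DMSO wells for no effect and DMSO wells without LPI for full effect; some results filed as inactive read as strong as hits; confirmed hits need IC50 under 10 µM and bright autofluorescent wells are also inconclusive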
GPR55 activation: GPR55 agonists via beta-arrestin recruitment, primary screen, imaging, U2OS cells, beta-arrestin-GFP redistribution (AID 1961) | U2OS GPR55 beta-arrestin-GFP redistribution imaging; higher % means a stronger effect | activation, % at 10 µM, or EC50 in µM where a hit was titrated | 0.048% of 290,000 active;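 active = activation above 40% with more than 50 cells counted in the well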;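 also: U2OS osteosarcoma cells stably expressing GPR55 and beta-arrestin-GFP; plate controls were DMSO negative control for no effect and LPI positive control for full effect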
T cell HTS vesicle-bound %: recorded beside T cell HTS, whose call it bears; double positive events, %; measured here: CD8+ vesicle-bound cell fraction;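 binding gate set so that unloaded-vesicle control wells show 10% double positive cells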
NTR1 agonist cell count 20 µM: second read-out of NTR1 agonist, no call of its own (marks repeat the call); cell count; measured here: cell count, cytotoxicity flag
* marks the source's active call; other numbers are inactive results; i = inactive; . = no result given; [ ] = remark or other dose. An unsorted share of the library. Share with any hit: about 0.62%.

SMILES	GPR35 arrestin U2OS	KOR beta-arrestin-1	KOR beta-arrestin-2	T cell HTS	T cell HTS vesicle-bound %	PhoP inhibition	West Nile antiviral	NTR1 agonist	NTR1 agonist cell count 20 µM	GPR55 antagonists	GPR55 activation
COc1ccc2[nH]c3c(c2c1)CCN1C(=O)N([C@@H](C)C(=O)NC2CCCC2)C(=O)[C@]31C	-10%	-13%[20 µM]	-2.7%	i	38	-5%	-1.3%	-1.7	92	3%	-0.1%
COc1ccc(OC)c(NC(=O)c2cc(-c3cc(C)cc(C)c3O)n[nH]2)c1	-10%	13%	-4.9%	i	65	-1%	-0.3%	12	86	-6%	0.0%
CN1C(=O)/C(=C/c2ccc(OCc3ccc(F)cc3)cc2)N(C)C1=S	18%	-17%	-2.7%	i	28	-4%	-1.1%	0.3	62	10%	-0.2%
Cc1cccc(CN2CCN(c3nc4nonc4nc3NC3CC3)CC2=O)c1	0%	-3%	-2.7%	i	57	-1%	-0.8%	0.4	88	-7%	0.1%
Cc1cc(S(=O)(=O)N2CCN(Cc3ccc4c(c3)OCO4)CC2)cc(C)c1N1CCCC1=O	-2%	40%	-1.5%	.	.	6%	-1.0%	-3.7	42	6%	-0.1%
O=C(OCC(=O)N1CCCCCC1)c1ccc([N+](=O)[O-])cc1Cl	-10%	0%	-2.8%	i	5	-7%	0.0%	1.7	28	-4%	0.2%
COc1ccc(OC)c(/C=C2\SC(=S)N(NS(=O)(=O)c3ccc(C)cc3)C2=O)c1	4%	-41%	-6.4%	i	59	10%	0.2%	0.8	40	10%	0.0%
COc1ccc(NS(=O)(=O)c2c(C)[nH]c(C)c2C(=O)N2CCCCC2)cc1Cl	-7%	-14%	-7.9%	i	14	-8%	1.2%	-0.6	54	8%	0.1%
O=C(CCn1c(=O)oc2ccccc21)Nc1ccc(N2CCOCC2)cc1	6%	-30%	-0.9%	i	10	3%	-0.4%	-0.2	60	6%	-0.2%
OCCNCCOc1ccccc1F	22%	-7%	-2.1%	i	20	-10%	0.0%	2.3	54	8%	-0.3%
O=C(CN(C(=O)CCC(=O)Nc1nccs1)c1ccc(F)c(Cl)c1)NCC1CCCO1 (centres undefined)	-8%	-21%	4.1%	i	10	9%	-0.1%	1.7	40	6%	-0.3%
CC(NC(=S)Nc1ccccc1C(F)(F)F)C1CC2CCC1C2 (centres undefined)	-5%	1%	-2.1%	i	30	0%	-1.2%	0.3	35	5%	-0.1%
CN(c1ccc(C(=O)N2CCN(Cc3ccccc3)CC2)cc1)S(=O)(=O)c1ccc(Cl)cc1	-15%	-3%	-2.1%	i	8	0%	-1.2%	0.0	60	1%	0.0%
O=C1NC(=O)c2cc(NC(=O)c3cccc4ccccc34)ccc21	-2%	-13%[20 µM]	-3.2%	i	43	.	-0.3%	0.1	71	3%	0.2%
CCCC1(CCC)NC(=O)N(CC(=O)c2cc(C)n(-c3ccc4c(c3)OCO4)c2C)C1=O	-10%	24%	-5.1%	i	55	10%	0.8%	2.9	69	-2%	-0.1%
CCOC(=O)N1CCN(c2nc3ccccn3c(=O)c2C=O)CC1	5%	6%	3.4%	i	13	-5%	-0.1%	1.2	43	12%	0.3%
CCC1CCC(NC(=O)Nc2cccc(OC)c2)CC1 (centres undefined)	11%	-22%[20 µM]	5.7%	i	63	2%	-0.9%	8.3	68	-3%	-0.3%
Cc1cc[n+](CC(=O)c2cccs2)cc1	-4%	9%	-1.5%	i	46	6%	0.4%	2.1	45	0%	-0.1%
Cc1cc(/C=N/n2cnnc2)c(C)n1-c1ccc(OCc2ccccc2F)cc1	-13%	-11%	1.6%	i	33	24%	2.8%	4.1	38	12%	-0.1%
c1ccc(-c2csc(Nc3ncccn3)n2)cc1	-6%	-1%	-1.1%	i	36	-13%	-0.4%	-0.1	54	4%	-0.3%

Single records, from the list above. Order of screens: GPR35 arrestin U2OS	KOR beta-arrestin-1	KOR beta-arrestin-2	T cell HTS	T cell HTS vesicle-bound %	PhoP inhibition	West Nile antiviral	NTR1 agonist	NTR1 agonist cell count 20 µM	GPR55 antagonists	GPR55 activation
Cc1cc[n+](CC(=O)c2cccs2)cc1 in the list: -4%	9%	-1.5%	i	46	6%	0.4%	2.1	45	0%	-0.1%
COc1ccc(NS(=O)(=O)c2c(C)[nH]c(C)c2C(=O)N2CCCCC2)cc1Cl in the list: -7%	-14%	-7.9%	i	14	-8%	1.2%	-0.6	54	8%	0.1%

More records
SMILES	GPR35 arrestin U2OS	KOR beta-arrestin-1	KOR beta-arrestin-2	T cell HTS	T cell HTS vesicle-bound %	PhoP inhibition	West Nile antiviral	NTR1 agonist	NTR1 agonist cell count 20 µM	GPR55 antagonists	GPR55 activation
CCC(c1nnnn1C1CCCCC1)N(Cc1ccco1)Cc1cc2ccc(OC)cc2[nH]c1=O (centres undefined)	-9%	-4%	9.1%	.	.	0%	-0.1%	.	.	-5%	-0.1%
CC(C)(C)c1csc(NC(=O)CS(=O)(=O)c2ccccc2)n1	8%	-13%	5.0%	i	26	-3%	-0.2%	0.3	54	4%	0.3%
COc1cccc(CN(C(=O)c2cccs2)C2CCS(=O)(=O)C2)c1 (centres undefined)	-9%	2%	-2.8%	i	13	2%	-0.4%	0.2	67	4%	0.3%
O=C(O)c1ccc(-n2c(-c3ccccc3)n[nH]c2=S)cc1	6%	-4%	4.3%	i	38	-6%	-0.1%	-0.2	56	14%	-0.1%
Cc1n[nH]c(=S)n1/N=C/c1ccc(OCc2ccc(Cl)cc2)cc1	16%	-58%	3.1%	i	23	6%	0.4%	16	66	12%	-0.1%
O=C(Nc1ccc(S(=O)(=O)N2CCCC2)cc1)Nc1ccc(F)cc1F	5%	-12%	-0.3%	i	5	-3%	0.1%	0.4	57	15%	-0.1%
CCCC(C(=O)NCc1ccccc1)N(C(=O)Cn1nnc(-c2cccs2)n1)c1ccc2c(c1)OCCO2 (centres undefined)	4%	22%	-0.7%	i	7	-5%	0.3%	-1.0	62	3%	-0.2%
Cc1nc2c(C)cccc2cc1C(=O)N/N=C/c1ccc(O)cc1	-8%	-1%	-3.0%	i	21	-7%	-0.5%	1.0	43	-11%	-0.2%
CCOC(=O)c1c(NC(=O)CSc2nnc(CNC(=O)c3ccco3)n2C)sc2c1CCC2	-4%	-27%	-0.2%	i	18	0%	0.1%	1.5	63	13%	-0.1%
Cc1ccc(S(=O)(=O)N(C)c2ccc(C(=O)NCc3cccnc3)cc2)cc1	2%	-8%	0.7%	i	6	-2%	0.8%	0.3	60	11%	0.0%
CC(=O)Nc1cccc(NC(=O)CSc2ccc(-c3cccnc3)nn2)c1	-3%	-12%	2.1%	i	43	-7%	0.5%	-0.5	43	-1%	0.6%
COc1cc(C(=O)NC(CCSC)C(=O)OCC(=O)C(C)(C)C)cc(OC)c1OC (centres undefined)	2%	9%	-4.2%	i	29	-5%	1.0%	1.1	62	-8%	-0.3%
COC(=O)c1ccccc1NC(=O)COc1ccc2c(c1)OCO2	-8%	-24%	2.4%	i	6	-8%	-0.1%	1.7	53	-7%	-0.2%
CCO[C@H]1OC(C(N)=O)=C[C@@H](C(C)(C)C)[C@@H]1CCCO	.	.	.	i	28	-11%	-0.2%	-2.0	113	.	.
COC(=O)C1=C(N)Oc2cc(C)[nH]c(=O)c2C1c1ccccc1OC (centres undefined)	1%	9%	4.6%	i	24	-8%	0.4%	0.0	71	-4%	-0.1%
CCNC(=O)C(=O)Nc1cc2c3c(c1)CCC(=O)N3CCC2	-8%	-41%	5.6%	i	14	-8%	0.3%	0.5	41	14%	-0.3%
COc1ccc(-c2cc(C3CCN(Cc4cccc(C(F)(F)F)c4)CC3)[nH]n2)cc1	-1%	-6%	0.2%	i	55	-2%	-1.5%	6.8	86	20%	0.8%
O=C(COC(=O)c1cccc(Cl)c1)Nc1cc(Cl)ccc1Oc1ccccc1	7%	-3%	2.4%	i	38	4%	-0.8%	5.8	50	5%	0.1%
CC(C)(C)NC(=O)C12CCC(C)(c3nc4ccccc4nc31)C2(C)C (centres undefined)	15%	26%	-5.9%	i	52	5%	1.2%	5.6	75	16%	-0.1%
CCC1(O)CC(C(=O)OC)=NN1C(=O)c1ccccc1 (centres undefined)	-18%	-9%	0.5%	i	50	-1%	-0.1%	0.0	56	-8%	1.1%
CC(C)CNC(=O)c1ccccc1NC(=O)CCSc1ccccc1	-3%	18%	0.2%	i	61	-5%	-0.2%	1.7	76	1%	-0.5%
COc1ccc(-c2noc(CCC(=O)Nc3cccc(C)c3)n2)cc1	4%	10%	-2.6%	i	17	-7%	0.7%	1.7	65	-2%	1.0%

Molecules above with a Cl atom, in the order listed:
SMILES	GPR35 arrestin U2OS	KOR beta-arrestin-1	KOR beta-arrestin-2	T cell HTS	T cell HTS vesicle-bound %	PhoP inhibition	West Nile antiviral	NTR1 agonist	NTR1 agonist cell count 20 µM	GPR55 antagonists	GPR55 activation
O=C(OCC(=O)N1CCCCCC1)c1ccc([N+](=O)[O-])cc1Cl	-10%	0%	-2.8%	i	5	-7%	0.0%	1.7	28	-4%	0.2%
COc1ccc(NS(=O)(=O)c2c(C)[nH]c(C)c2C(=O)N2CCCCC2)cc1Cl	-7%	-14%	-7.9%	i	14	-8%	1.2%	-0.6	54	8%	0.1%
O=C(CN(C(=O)CCC(=O)Nc1nccs1)c1ccc(F)c(Cl)c1)NCC1CCCO1 (centres undefined)	-8%	-21%	4.1%	i	10	9%	-0.1%	1.7	40	6%	-0.3%
CN(c1ccc(C(=O)N2CCN(Cc3ccccc3)CC2)cc1)S(=O)(=O)c1ccc(Cl)cc1	-15%	-3%	-2.1%	i	8	0%	-1.2%	0.0	60	1%	0.0%
Cc1n[nH]c(=S)n1/N=C/c1ccc(OCc2ccc(Cl)cc2)cc1	16%	-58%	3.1%	i	23	6%	0.4%	16	66	12%	-0.1%
O=C(COC(=O)c1cccc(Cl)c1)Nc1cc(Cl)ccc1Oc1ccccc1	7%	-3%	2.4%	i	38	4%	-0.8%	5.8	50	5%	0.1%
